Screens from PubChem.
G6PDH counter: L. mesenteroides G6PDH inhibitors, counter-screen for G6PDH-coupled screening assays, biochemical, Leuconostoc mesenteroides enzyme. Purified L. mesenteroides G6PDH, diaphorase/resazurin coupled fluorescence, 45 min. 0.12% of 200,000 active. AID 1020, 2008. inhibition, % at 5 µM; in the data active = inhibition above about 50%
Diaph act CS: compounds boosting diaphorase resazurin reduction – biochemical, uHTS, resorufin fluorescence, counter-screen for diaphorase-coupled primary assays, primary screen; Diaphorase/resazurin coupled assay, 16 min; active compounds read high; 1 = vehicle wells, 0 = NADH-free wells; 0.005% of 190,000 active; AID 1229, 2008; activation factor at 20 µM;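 active = diaphorase activity raised at least twofold by the compound at 20 µM; inactive = activation factor below 2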
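Material: purified diaphorase enzyme from Clostridium kluyveri / Medium: HEPES pH 7.4 buffer with MgCl2 and Tween 20 / Schedule: enzyme reaction of 16 min at room temperature / Measured by: resorufin fluorescence, excitation 544 nm, emission 590 nm / Evaluation: rise in resorufin formation, marking diaphorase activation or chemical reduction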
TNAP inh noacc: human TNAP enzyme inhibitors, primary screen, biochemical, luminescent, no phosphate acceptor, uHTS | Alkaline phosphatase, tissue-nonspecific isozyme (Homo sapiens), P05186 | purified TNAP, CDP-star luminescence, 30 min | inhibition, % at 20 µM | 0.26% of 200,000 active | AID 1012, 2008;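 active = tissue-nonspecific alkaline phosphatase inhibition above about 50% at 20 µM in the single-dose screen, limit read from the data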;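 note: 0% = DMSO negative control and 100% = EDTA positive control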
TNAP act hi DEA: TNAP activators at high phosphate acceptor level, primary screen, biochemical, luminescence, uHTS; purified TNAP, CDP-star luminescence, 1 M DEA, 30 min; active compounds read high; 0 = EDTA background, 1 = DMSO-only activity; activation factor at 20 µM; 200,000 tested, under 10 active; AID 1136, 2008;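 active = activation factor at least 2 at 20 µM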
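Measured by: Luminescent substrate turnover signal | Test system: Human TNAP | Input: TNAP 1/800 final | Dosing: 20 µM single point | Schedule: 30 min, room temperature | Controls: EDTA wells as negative control, DMSO wells as positive control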
PMI activator: activators of human PMI, primary screen, biochemical, fluorescence intensity, near-Km mannose 6-phosphate; Mannose-6-phosphate isomerase (Homo sapiens), P34949; purified human PMI, coupled resazurin fluorescence, 20 min; active compounds read high; 1 = vehicle control, 0 substrate-free wells; activation factor at 20 µM; 0.005% of 190,000 active; AID 1214, 2008;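 active = activation factor of 2 or more at 20 µM, relative to plate controls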
Target sequence (P34949 whole entry, looked up): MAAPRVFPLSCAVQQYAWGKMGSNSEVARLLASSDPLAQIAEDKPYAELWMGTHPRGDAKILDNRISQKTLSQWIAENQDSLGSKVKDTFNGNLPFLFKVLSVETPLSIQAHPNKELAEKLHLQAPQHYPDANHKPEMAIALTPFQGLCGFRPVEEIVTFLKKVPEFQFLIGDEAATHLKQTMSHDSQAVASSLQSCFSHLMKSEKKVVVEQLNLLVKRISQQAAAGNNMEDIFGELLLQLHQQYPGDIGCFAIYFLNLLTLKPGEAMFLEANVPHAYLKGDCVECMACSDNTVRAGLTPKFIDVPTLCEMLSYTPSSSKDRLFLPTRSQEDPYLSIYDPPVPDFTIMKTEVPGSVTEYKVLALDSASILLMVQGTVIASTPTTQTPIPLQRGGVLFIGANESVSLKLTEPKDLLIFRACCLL
PMI act satM6P: human PMI activators, high substrate, primary screen, biochemical, fluorescence intensity, near-saturating mannose 6-phosphate; Mannose-6-phosphate isomerase (Homo sapiens), P34949; coupled PMI enzyme assay, resazurin fluorescence, 20 min; active compounds read high; 1 = untreated enzyme, 0 = substrate-free blank; activation factor at 20 µM; 0.34% of 190,000 active;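 active = activation factor of 2 or more at 20 µM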
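test system = human PMI in coupled enzyme assay | medium = HEPES-buffered pH 7.4 with magnesium and detergent | also added = 1.0 mM mannose-6-phosphate substrate with 0.22 mM NADP+ | compound = 20 µM single dose | times = 20 min incubation at room temperature | measured by = resorufin fluorescence (Ex 544/Em 590 nm) from resazurin via diaphorase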
FLuc stim CS: FLuc activators, initial screening, artefact control for FLuc-dependent activation tests, biochemical, ATPlite luminescence; ATPlite luciferase biochemical, 10 min; 0 = ATP-free wells, 1 = DMSO control; activation factor at 10 µM; 200,000 tested, under 10 active; AID 1027, 2008;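 active = luciferase activation factor, scaled between plate controls, of at least 2 with compound at 10 µM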
Target sequence (P08659 whole entry, looked up): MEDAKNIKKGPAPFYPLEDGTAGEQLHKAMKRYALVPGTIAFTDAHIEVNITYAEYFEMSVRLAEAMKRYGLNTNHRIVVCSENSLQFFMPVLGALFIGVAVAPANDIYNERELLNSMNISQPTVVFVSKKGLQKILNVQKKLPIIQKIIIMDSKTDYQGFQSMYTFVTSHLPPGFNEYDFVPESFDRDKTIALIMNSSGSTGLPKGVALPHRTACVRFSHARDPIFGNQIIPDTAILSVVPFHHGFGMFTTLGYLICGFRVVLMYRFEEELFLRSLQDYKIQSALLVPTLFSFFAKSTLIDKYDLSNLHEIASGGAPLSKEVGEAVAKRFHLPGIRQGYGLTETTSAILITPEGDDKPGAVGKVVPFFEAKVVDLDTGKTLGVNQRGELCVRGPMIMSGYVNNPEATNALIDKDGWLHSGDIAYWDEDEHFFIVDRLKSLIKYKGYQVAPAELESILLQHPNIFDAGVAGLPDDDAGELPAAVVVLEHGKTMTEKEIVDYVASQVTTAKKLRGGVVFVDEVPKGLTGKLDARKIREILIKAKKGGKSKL
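Assay system: Luciferase/luciferin detection reagent, cell-free biochemical luciferase assay / Read-out: luciferase activation / Benchmarks: No-ATP low control, compound-free enzyme-plus-ATP high control / Medium: PBS buffer for ATP / Detection: luminescence measurement of luciferase light output / Schedule: 10 min at ambient temperature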
Efa HMGR inh: inhibitors of E. faecalis class II HMGR, primary screen, biochemical, Enterococcus faecalis. 0.41% of 190,000 active. purified E. faecalis HMGR, NADPH absorbance 340 nm kinetic. AID 1066, 2008. HMG-CoA reductase (Enterococcus faecalis, mvaE). inhibition, % at 10 µM;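 active = inhibition above a set limit, the median over all tested compounds plus 3 SD, cut at about 9.5% in these data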;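 note: enzyme runs in reverse so mevalonate oxidation gives rising NADPH absorbance; 0% = complete reaction with DMSO and 100% = background rate lacking mevalonate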
Diaph inh CS: diaphorase inhibitors and chemical oxidizers, primary screen, counter-screen for diaphorase-coupled primary assays, biochemical, uHTS, resorufin fluorescence. inhibition, % at 20 µM. 0.69% of 190,000 active. diaphorase resazurin-to-resorufin fluorescence, NADH, 16 min; bacterial (C. kluyveri) enzyme, not human;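 active = primary screen inhibition at 20 µM above a set limit, cut at about 50% in these data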;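 note: plate controls were DMSO with full reaction for no effect and wells lacking NADH for full effect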
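Benchmarks: positive control wells lacking NADH, neutral wells with DMSO only. System: bacterial diaphorase enzyme (C. kluyveri). Input: 0.14 U/mL diaphorase, enzyme working solution. Detection: resorufin fluorescence, excitation 544 nm, emission 590 nm. Times: 16-min room-temperature incubation before reading.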
TNAP inh hi DEA: human TNAP enzyme inhibitors, primary screen, biochemical, luminescent, high phosphate acceptor level, uHTS; Alkaline phosphatase, tissue-nonspecific isozyme (Homo sapiens), P05186; purified TNAP, CDP-star luminescence, 1 M DEA; inhibition, % at 20 µM; 0.03% of 200,000 active;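 active = over 50% inhibition of tissue-nonspecific alkaline phosphatase at 20 µM in the single-dose screen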;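 note: plate controls were DMSO wells for no effect and EDTA-quenched wells as full inhibition for full effect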
An asterisk follows results filed as active. Compounds were not picked by outcome; about 1.7% have a hit in one of these screens.

SMILES	G6PDH counter	Diaph act CS	TNAP inh noacc	TNAP act hi DEA	PMI activator	PMI act satM6P	FLuc stim CS	Efa HMGR inh	Diaph inh CS	TNAP inh hi DEA
CCC(=NCCc1c(C)[nH]c2ccc(C)cc12)C1=C(O)CC(c2ccccc2)CC1=O (configuration not stated)	-15	0.8	-15	1	0.9	0.9	1.1	1	21	1
COC(=O)c1ccc(COC(=O)Cc2n[nH]c(=O)c3ccccc23)cc1	1	1	2	1	1.1	1	1	-6	4	0
COc1ccc(C(=O)NC(=O)COC(=O)c2ccc3ncsc3c2)cc1	7	0.9	-15	1	0.9	1.2	1.1	-3	10	3
COc1ccc(S(=O)(=O)NCC2CCC(C(=O)NCCC(C)C)CC2)cc1 (configuration not stated)	-11	0.8	-10	1.1	1	1	1.1	1	16	-6
O=C(Cn1c(NCCO)nc2ccccc21)c1cccs1	2	0.9	-10	1.1	1.1	1.1	1.1	-2	12	-9
Cc1c(N=Cc2cccs2)c(=O)n(-c2ccccc2)n1C	2	0.9	-14	1	0.9	1	1	-4	7	-5
O=C(Nc1ccc(-c2noc(COc3ccccc3Cl)n2)cc1)c1ccco1	-1	0.9	-6	0.9	1	1	0.6	-4	8	6
COC(=O)C(C)Sc1nnc(Cc2cc(=O)[nH]c(=O)[nH]2)n1-c1cc(C)ccc1C (configuration not stated)	-6	0.9	-4	1	1	1	1	-2	7	1
COC(Cc1nnc(SC)n1-c1ccc(Cl)cc1)OC	9	0.9	-1	1	0.9	0.9	1	0	7	2
O=C(NCC1CCCO1)c1ccc2c(=O)n(CC3CCCO3)c(SCC(=O)N3CCCC3)nc2c1 (configuration not stated)	10	0.9	-4	1	1.1	1.1	1	5	7	1
COC(=O)[C@H](C)NC(=O)NCc1ccc(F)cc1	-3	0.9	-11	1	0.9	0.9	1	-1	11	-4
Cc1ccc(CC2(O)CC(C)N(C)CC2C)c(C)c1 (configuration not stated)	1	1	-1	1.1	1	1	1.1	-5	3	-6
CCCNS(=O)(=O)c1ccc(NC(=O)c2ccccn2)cc1	-14	0.9	1	1	0.9	1	0.8	-2	11	-2
CCC1CCCCN1C(=S)NC(=O)c1ccc([N+](=O)[O-])cc1 (configuration not stated)	9	1	-7	1	0.9	1.1	1	-2	3	-3
CCCCOc1ccc(C2CC(=O)N(C)C2=O)cc1 (configuration not stated)	1	0.9	-7	1	1	1	1	-4	6	-3
C/C(=N\NC(=O)c1cccs1)c1cccnc1	-2	1	-9	1	1.1	1	0.8	4	1	-2
O=C(COC(=O)CCSc1ccccc1)Nc1ccc(F)cc1Cl	-2	0.8	-6	1	1	1.1	1	-6	17	-2
COCC1CCN(Cc2cn(-c3ccccc3F)nc2-c2cc(C)sc2C)CC1	7	1	-5	1.1	1	1	1.1	-1	4	-8
COC(=O)c1ccccc1NS(=O)(=O)c1ccc(F)cc1	3	1	6	1	1.1	1.1	1.1	-5	-2	2
CSc1nnc(C)c(=O)n1COC(=O)c1ccc([N+](=O)[O-])cc1	3	0.9	-2	1	1.1	1.1	1.1	-3	10	-1
CCC(C)Nc1nc(OC(C(F)(F)F)C(F)(F)F)nc(OC(C(F)(F)F)C(F)(F)F)n1 (configuration not stated)	8	0.8	-1	1	0.9	0.8	1	-4	20	4
COc1ccc(CN(C)CC(=O)NC(C)c2ccccc2)c(OC)c1 (configuration not stated)	3	0.9	0	1	1.1	1	1.1	-1	13	-4
C/C(N)=N\S(=O)(=O)c1ccc(Cl)cc1	1	0.9	-6	1	0.9	1	1.1	-1	11	-3
CCCNC(=O)c1csc2c1CCCCC2	5	1	1	1	1.1	1.1	1	-6	0	-4
O=S(=O)(ON(c1ccccc1)S(=O)(=O)c1ccccc1)c1ccccc1	10	0.9	-3	1	1.1	1.1	1	-1	8	-5
CN(C)S(=O)(=O)c1cccc(-c2nn(-c3ccccc3)cc2/C=C2\SC(=S)NC2=O)c1	-20	0.5	-12	1	0.8	0.9	1.1	-6	47	-1
COc1ccc(NC(=O)Nc2cccc(NC(C)=O)c2)c(OC)c1	8	1.1	-10	1.1	1	1	1	-1	-11	-6
CC(C)(C)c1ccc(C(=O)NC(=S)Nc2nc3c(s2)CCCC3)cc1	-6	0.9	10	0.9	1	1	0.8	6	13	8
N#C/C(=C\c1ccc(N2CCOCC2)o1)C(=O)NCCc1ccccc1	13	0.7	25	0.7	0.8	0.8	1	-4	32	29
Cc1nn(C(=O)CN2C(=O)c3ccccc3C2=O)c(C)c1Br	5	1	6	1	1	0.9	1	-6	0	-1
Cc1cc(C)c2c(=O)[nH]c(SCC(=O)c3ccc(F)c(C)c3)nc2n1	13	0.9	-8	1.1	0.9	0.9	1.1	-1	8	-6
CC(=O)Nc1ccc(S(=O)(=O)NCc2ccc3[nH]c(C)cc3c2)cc1	-7	0.9	8	1	1	1	1.1	-9	12	-3
O=C(Nc1ccc2c(c1)OCO2)C1CCCN1C(=O)Nc1ccccc1F (configuration not stated)	9	1	-9	1	0.9	1	1	-2	3	-3
COc1ccc(OCCC(=O)N2CCOCC2)cc1	12	1	-10	1	1.1	1.1	1	2	-2	-2
COc1ccc(NC(=O)CSc2nnc(-c3ccoc3C)n2CCc2ccccc2)cc1	10	0.8	-11	1.1	0.8	0.9	1.1	-6	24	-6
COc1ccc(OC)c(/C=N/N(C)c2ccccc2)c1	-7	0.9	-9	1	0.9	0.9	0.9	2	12	-4
CCOC(=O)c1ccccc1OCc1cc(/C=N/n2cnnc2)ccc1OC	9	0.9	-4	1	1	1	1	-4	12	0
O=C(NC1CCCCC1)C(=S)NC1CCCCC1	1	1	-1	1	1	1	1	5	1	2
O=C(Nc1ccc(O)c(-c2nc3ccccc3o2)c1)C1(c2ccc([N+](=O)[O-])cc2)CCCC1	-13	1	-30	1	1.1	1.2	1	-2	-4	1
CCn1c2ccccc2c2cc(NC(=O)c3ccc([N+](=O)[O-])cc3)ccc21	-47	1	-4	1	0.9	0.9	1	-7	1	0

Compound profiles (already shown). Order of values: G6PDH counter	Diaph act CS	TNAP inh noacc	TNAP act hi DEA	PMI activator	PMI act satM6P	FLuc stim CS	Efa HMGR inh	Diaph inh CS	TNAP inh hi DEA
`CCC(C)Nc1nc(OC(C(F)(F)F)C(F)(F)F)nc(OC(C(F)(F)F)C(F)(F)F)n1` (configuration not stated) in the list: 8	0.8	-1	1	0.9	0.8	1	-4	20	4
`N#C/C(=C\c1ccc(N2CCOCC2)o1)C(=O)NCCc1ccccc1` in the list: 13	0.7	25	0.7	0.8	0.8	1	-4	32	29
`COc1ccc(OC)c(/C=N/N(C)c2ccccc2)c1` in the list: -7	0.9	-9	1	0.9	0.9	0.9	2	12	-4
`Cc1cc(C)c2c(=O)[nH]c(SCC(=O)c3ccc(F)c(C)c3)nc2n1` in the list: 13	0.9	-8	1.1	0.9	0.9	1.1	-1	8	-6

(next part)
SMILES	G6PDH counter	Diaph act CS	TNAP inh noacc	TNAP act hi DEA	PMI activator	PMI act satM6P	FLuc stim CS	Efa HMGR inh	Diaph inh CS	TNAP inh hi DEA
COc1cc(OC)nc(NC(C)=O)n1	3	0.9	-9	1	0.9	1	1	2	8	-3
O=c1cc(NC2CCCCC2)c2ccccc2o1	17	0.9	-1	1	1	1.1	1.1	-6	9	-4
CCCn1c(C)cc(=O)c2cc(NC(=O)c3ccccn3)ccc21	10	0.9	-9	1	0.9	0.9	1	-3	9	-4
CC(=O)NC(=S)Nc1ccccc1N1CCN(C(=O)c2ccccc2)CC1	0	0.9	-14	1	0.9	1	1	-1	15	-1
Cc1ccc(OC(=O)c2ccc(C)c(C)c2)cn1	2	0.9	-9	1	1	1	0.8	-1	8	-4
CCOc1ccc(C(=O)/C=C/c2cc(OC)c(OC)c(OC)c2)cc1	-3	1	-7	1	1	1	1	0	-2	-1
CCOC(=O)c1c(-c2ccc(F)cc2)csc1/N=C/N(C)C	1	0.8	-14	1	0.9	0.9	1.1	4	17	-4
COc1ccc(S(=O)(=O)N2CCCOC2CNC(=O)C(=O)NCCCn2ccnc2)cc1 (configuration not stated)	10	1	-6	1	1	1.1	1.1	4	0	-1
CCC(=O)N1CCc2cc(S(=O)(=O)CCC(=O)NCc3ccco3)ccc21	7	1	-7	1	1.1	1	1	-10	2	-2
CC1=C(C#N)CCC(=O)N1Cc1c(C)cc(C)cc1C	6	0.9	-4	1	0.9	1	1	-5	10	-1
O=C(c1cc(-c2ccccn2)nc2ccc(Cl)cc12)N1CCN(CCc2ccccc2)CC1	18	0.8	0	1	1.3	1.2	1.1	-1	19	-2
CS(=O)(=O)N(CC(=O)NCc1ccccc1)Cc1ccc(Cl)cc1	-5	0.9	-18	1.1	1	1.1	1.1	1	8	-7
O=S(=O)(c1ccc2ccccc2c1)N1CCCOC1	12	0.9	-9	1.1	1.1	1	1.1	0	8	-9
COc1ccc(OCC(=O)Nc2ccc(S(=O)(=O)Nc3nc(C)cc(C)n3)cc2)cc1	13	0.8	-3	1.1	0.9	0.8	1	5	18	-5
CCCn1nnnc1NCc1cccn1C	4	1	-5	1	1.1	1.1	1	1	4	0
CCn1cc([N+](=O)[O-])c(C(=O)NCc2ccc(Cl)cc2)n1	3	0.9	-6	1	1	1.1	1.1	0	7	-3
O=C(OCc1c(Cl)cccc1Cl)c1cnccn1	10	0.9	-7	1	1	1	1.1	2	5	2
COC(=O)C1CSC(C(=O)OC)N1C(=O)Nc1c(C)cccc1C (configuration not stated)	-2	0.9	-8	1	1	1	1	-3	8	-1
CN(C)c1ccc(C(=O)OCC(=O)c2cccs2)cc1	-1	0.9	-9	1	1	1.1	0.7	-3	12	0
CC(C)(Oc1ccc(Cl)cc1)C(=O)N/N=C/c1cn[nH]c1-c1ccccc1	-2	0.9	-11	1.1	0.9	0.9	1	-3	13	-6
